TRPML3 ag: human mucolipin-3 channel agonism; 220,000 compounds, 0.29% hits; HEK293 TRPML3-YFP, Fluo-8 calcium fluorescence; 100% = the carbachol control signal; activation, % at 3 µM;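 active = activation above its plate's cutoff, the mean activation of the plate's test wells plus 3 SD, cut at about 12% in these data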;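 note: 0% = DMSO only wells and 100% = carbachol wells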
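Material: TRPML3-YFP stable HEK293 cells | Dosing: One concentration, 3 µM nominal, 0.3% DMSO | Timing: 125 s total fluorescence read per well | Technique: Fluo-8 calcium dye fluorescence, ex 470-495, em 515-575 nm | Measure: Percent activation from peak-to-basal fluorescence ratio, scaled between DMSO and carbachol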
Thrombin inh: thrombin (human) inhibition; 220,000 compounds, 0.26% hits; alpha-thrombin, Boc-VPR-AMC fluorogenic substrate cleavage; inhibition, % at 5 µM;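 active = inhibition at or above 40%; inactive = inhibition below 40%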;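 note: 0% = enzyme with no compound and 100% = wells without enzyme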
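System: Human alpha-thrombin protein | Medium: pH 7.5 Tris (50 mM) with NaCl 150 mM, Tween 20 0.05% | Times: Enzyme reaction carried out at room temperature | Detection: AMC fluorescence, 355/460 nm | Evaluation: Percent inhibition scaled between no-compound controls and no-enzyme blanks | Benchmarks: Enzyme without compound as high, wells lacking enzyme as low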
Tb hexokinase: blocks Trypanosoma brucei hexokinase 1 activity; recombinant TbHK1, G6PDH-coupled NADH A340; inhibition, % at 10 µM; 220,000 compounds, 0.11% hits; AID 1430;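 active = inhibition of 50% or more in the single-dose primary screen; inactive = inhibition below 50%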
TRPN1 ag: activates the zebrafish TRPN1 channel; activation, % at 3 µM; AID 1424; 220,000 compounds, 0.18% hits; HEK293 zebrafish TRPN1-YFP, Fluo-8 calcium fluorescence; 100% = response to 87 µM carbachol;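 active = activation above its plate's cutoff, the mean activation of test wells on that plate plus 3 SD, cut at about 19% in these data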;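 note: 0% = DMSO alone and 100% = 87 µM carbachol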
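Material – zebrafish TRPN1-YFP in HEK293 cells · Doses – 3 µM single point · Schedule – dye 1 h 37 °C plus 30 min RT · Signal – Fluo-8 calcium fluorescence, excitation 470-495 nm, emission 515-575 nm · Read-out – % activation versus carbachol response · Control set – carbachol high, DMSO low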
Furin inh: inhibitors of human furin. purified furin, fluorogenic substrate cleavage. P09958. 220,000 compounds, 0.061% hits. inhibition, % at 30 µM; in the data active = inhibition above about 25%; note: inactives centre near -15
Target sequence (P09958 108-714 limits assumed): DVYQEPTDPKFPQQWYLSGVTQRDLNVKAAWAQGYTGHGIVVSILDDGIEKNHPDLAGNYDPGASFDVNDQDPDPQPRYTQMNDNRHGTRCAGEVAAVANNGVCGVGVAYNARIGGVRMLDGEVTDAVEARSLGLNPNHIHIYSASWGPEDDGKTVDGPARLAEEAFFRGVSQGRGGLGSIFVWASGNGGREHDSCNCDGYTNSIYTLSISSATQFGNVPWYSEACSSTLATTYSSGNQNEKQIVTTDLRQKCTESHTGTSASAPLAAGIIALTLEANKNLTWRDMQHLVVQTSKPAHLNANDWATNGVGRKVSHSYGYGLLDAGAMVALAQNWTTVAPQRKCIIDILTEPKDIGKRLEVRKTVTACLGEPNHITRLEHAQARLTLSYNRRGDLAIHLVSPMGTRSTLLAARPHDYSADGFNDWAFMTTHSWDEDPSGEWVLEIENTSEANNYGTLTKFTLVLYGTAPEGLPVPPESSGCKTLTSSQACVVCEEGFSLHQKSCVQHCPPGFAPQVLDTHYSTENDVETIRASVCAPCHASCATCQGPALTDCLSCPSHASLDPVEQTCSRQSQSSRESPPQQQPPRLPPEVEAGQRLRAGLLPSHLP
EBV gp42 inh: inhibitors of Epstein-Barr virus glycoprotein 42. Q1HVG2. Fluorescence polarization binding assay, mP read-out. inhibition, % (tested at 21.74 µM). 220,000 compounds, 0.42% hits; in the data active = inhibition above about 50%
Target sequence (Q1HVG2 whole entry, looked up): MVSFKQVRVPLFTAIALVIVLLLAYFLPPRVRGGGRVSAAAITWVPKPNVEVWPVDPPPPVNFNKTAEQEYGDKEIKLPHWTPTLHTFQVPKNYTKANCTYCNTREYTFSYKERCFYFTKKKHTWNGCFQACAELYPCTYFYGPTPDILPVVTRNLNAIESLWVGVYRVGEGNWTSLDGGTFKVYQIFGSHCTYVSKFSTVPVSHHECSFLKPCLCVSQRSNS
Cl transport mod: KCC2 (human) Cl- transport modulation | KCC2 cells, thallium flux FluoZin-2 fluorescence | B-score of Tl+ flux slope (higher = more flux/activation; lower = inhibition) at 10 µM | Q9H2X9 | 190,000 compounds, 2.2% hits;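 active = thallium flux slope and its plate-corrected score both differing from the plate sample mean at a set confidence after two filtering rounds, in either direction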;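 note: slope of fluorescence scaled to starting intensity during 10 to 20 s after thallium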
m-calpain inh: calpain II (pig) inhibition; purified calpain II, fluorogenic peptide substrate, 30 min; inhibition, % at 16 µM; 220,000 compounds, 0.37% hits; AID 1236;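 active = inhibition above about 50%, limit read from the data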
PPC-1+TRAIL kill: kills PPC-1 cancer cells in the presence of TRAIL; PPC-1 cells + TRAIL, ATPLite viability luminescence; cell killing (% activity), % at 4 µM; 220,000 compounds, 0.41% hits; AID 1443;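 active = cell killing above 50% in the first pass at 4 µM, then a duplicate retest at 5 µM averaging 50% or more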;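 note: plate controls were cells with TRAIL plus DMSO for no effect and medium-only wells lacking cells for full effect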
* = called active by the depositor; . = not tested or not shown; [ ] = another dose, or the depositor's remark.

SMILES	TRPML3 ag	Thrombin inh	Tb hexokinase	TRPN1 ag	Furin inh	EBV gp42 inh	Cl transport mod	m-calpain inh	PPC-1+TRAIL kill
C=CCOc1c(Cl)cc(C2NC(=O)NC(C)=C2C(=O)OC)cc1Cl (stereo not drawn)	1.3	-5	6	3.7	-16[20 µM]	1	-0.08	5	20
COc1ccc(-c2nnc(SCC(=O)NCCc3ccccc3)o2)cc1	0.6	-3	-2	0.2	-14[20 µM]	-5	-0.76	-14	-8
CCOC(=O)c1c(NC(=O)c2ccoc2C)sc(C(=O)N(C)C)c1C	0.4	2	-18	-1.0	-8[20 µM]	-11	.	-20	16
O=C(CCc1ccccc1)NNc1ccc(F)cc1	-0.1	-2	6	-1.5	-16	-7	0.16	-4	10
O=C(O)c1ccc(-n2c(-c3cc(C4CC4)[nH]n3)n[nH]c2=S)cc1	0.5	-3	-4	0.9	-14	-4	0.13	-2	2
Cc1sc2nc(CN3CCC(C)CC3)nc(Cl)c2c1C	0.3	2	0	0.2	-11	-1	0.093	-10	1
Cc1nnc2sc(SCC(=O)Nc3nccs3)nn2c1=O	-0.3	12	31	-0.5	4	-1	0.3	28	28
CC1CC(C)CN(CCCSc2ccccc2)C1 (stereo not drawn)	0.4	-12	6	0.1	2	14	-1.4	21	17
CC(=O)c1cc(NC(=O)c2ccc([N+](=O)[O-])cc2)c(=O)oc1C	0.0	2	-13	0.9	-20	3	-0.68	-22	-2
Cc1ccc(Nc2nc(NCc3ccco3)c3ccccc3n2)cc1	10	-4	0	5.4	-10	17	0.97	-66	20
O=C(COC(=O)c1cc(S(=O)(=O)N2CCOCC2)ccc1Cl)Nc1ccc2c(c1)OCO2	-0.1	-9	0	1.8	-10	-13	-0.032	35	-1
O=C(Cc1ccccc1)NC(=S)Nc1ccc2oc(-c3ccccc3F)nc2c1	0.5	1	2	0.9	-23[20 µM]	5	0.45	-17	-2
Cc1ccccc1Cn1cnc2c(oc3ccccc32)c1=O	0.3	1	-5	-0.6	-31	5	-0.19	-20	11
CC(C)(C)CC(=O)NC(=S)NCc1ccco1	-0.8	3	-6	-0.4	-17	-1	0.55	-22	-10
Cc1ccc(S(=O)(=O)NC(C(=O)Oc2cc3oc(=O)cc(C)c3cc2Cl)C(C)C)cc1 (stereo not drawn)	1.2	-2	-14	0.2	-30	-3	-0.15	-362	-5

3 entries from above, as a markdown table:
| canonical_smiles | TRPML3 ag | Thrombin inh | Tb hexokinase | TRPN1 ag | Furin inh | EBV gp42 inh | Cl transport mod | m-calpain inh | PPC-1+TRAIL kill |
| --- | --- | --- | --- | --- | --- | --- | --- | --- | --- |
| O=C(Cc1ccccc1)NC(=S)Nc1ccc2oc(-c3ccccc3F)nc2c1 | 0.5 | 1 | 2 | 0.9 | -23[20 µM] | 5 | 0.45 | -17 | -2 |
| O=C(CCc1ccccc1)NNc1ccc(F)cc1 | -0.1 | -2 | 6 | -1.5 | -16 | -7 | 0.16 | -4 | 10 |
| Cc1nnc2sc(SCC(=O)Nc3nccs3)nn2c1=O | -0.3 | 12 | 31 | -0.5 | 4 | -1 | 0.3 | 28 | 28 |

Other results
SMILES	TRPML3 ag	Thrombin inh	Tb hexokinase	TRPN1 ag	Furin inh	EBV gp42 inh	Cl transport mod	m-calpain inh	PPC-1+TRAIL kill
Cc1ccc(OCc2nnc(SCC(=O)Nc3cc(C)on3)n2C)cc1	0.6	-1	8	1.6	-25	-7	0.41	-19	19
CCCc1cc(=O)n2[nH]c(C)nc2n1	0.9	-4	38	0.9	-15	-1	.	-8	3
Cc1cccc(CS(=O)(=O)Cc2ccc(C(=O)NCc3cccnc3)o2)c1	0.9	6	-2	1.1	-23	-5	0.039	-6	20
Cc1ccc(NC(=O)C(=O)c2cn(CC(=O)N3CCCCC3)c3ccccc23)cc1	0.4	-1	-15	1.6	-8	-12	-0.96	3	-4
Cc1onc(-c2ccccc2)c1C(=O)NCCc1ccc(S(N)(=O)=O)cc1	1.5	1	-1	0.9	-1[20 µM]	-13	0.45	2	-6
CC(C)=CC(=O)OCC(=O)NC1CCCc2ccccc21 (stereo not drawn)	-0.1	-1	-7	-0.8	-8	-10	0.034	-22	2
NS(=O)(=O)c1ccc(NC(=S)Nc2cc(Cl)c(Cl)cc2Cl)cc1	0.5	-4	22	-0.3	-7	18	1.9	8	8
O=c1ccc(-c2nc3cc(Cl)ccc3n2Cc2ccccc2)c[nH]1	0.6	-7	-3	1.4	-5	9	-0.59	8	9
O=C(CSc1nc2ccccc2n1-c1ccccc1)NCC1CCCO1 (stereo not drawn)	0.8	-6	41	0.8	-7	2	-0.087	0	3
CCCN1C(=O)c2cccc3c(N4CCCCC4)ccc(c23)C1=O	6.5	15	34	23*	5	80*	1.2	-4	12
O=C(O)CC1S/C(=N/N=C/c2ccc([N+](=O)[O-])cc2)N(c2ccc(O)cc2)C1=O (stereo not drawn)	0.4	3	-31	1.4	-8	2	0.49	-13	6
O=C(/C=C/c1ccc(S(=O)(=O)N2CCOCC2)cc1)OCC(=O)c1ccc([N+](=O)[O-])cc1	0.4	-5	-12	1.3	-16	-19	-0.037	-23	20
COc1ccc(CC2(CO)CCN(C(C)COc3ccccc3)CC2)cc1 (stereo not drawn)	0.9	4	8	0.0	-35	-8	0.33	-35	.
COc1cc2cc(C(=O)O)n(C)c2c(OC)c1OC	0.5	-8	0	-0.1	-15	-3	0.89	-37	4
Cc1ccc(CN2CCN(Cc3ccc(OC(C)C)cc3)CC2CCO)o1 (stereo not drawn)	1.3	-2	1	1.0	-24	-19	0.79	-9	2

Some of these compounds in order of their number in m-calpain inh, lowest first:
| structure | TRPML3 ag | Thrombin inh | Tb hexokinase | Furin inh | EBV gp42 inh | Cl transport mod | m-calpain inh |
| --- | --- | --- | --- | --- | --- | --- | --- |
| COc1cc2cc(C(=O)O)n(C)c2c(OC)c1OC | 0.5 | -8 | 0 | -15 | -3 | 0.89 | -37 |
| O=C(/C=C/c1ccc(S(=O)(=O)N2CCOCC2)cc1)OCC(=O)c1ccc([N+](=O)[O-])cc1 | 0.4 | -5 | -12 | -16 | -19 | -0.037 | -23 |
| Cc1ccc(CN2CCN(Cc3ccc(OC(C)C)cc3)CC2CCO)o1 (stereo not drawn) | 1.3 | -2 | 1 | -24 | -19 | 0.79 | -9 |
| CCCc1cc(=O)n2[nH]c(C)nc2n1 | 0.9 | -4 | 38 | -15 | -1 | . | -8 |
| Cc1cccc(CS(=O)(=O)Cc2ccc(C(=O)NCc3cccnc3)o2)c1 | 0.9 | 6 | -2 | -23 | -5 | 0.039 | -6 |

Only Furin inh (three entries from above):
structure	Furin inh
COc1ccc(CC2(CO)CCN(C(C)COc3ccccc3)CC2)cc1 (stereo not drawn)	-35
Cc1cccc(CS(=O)(=O)Cc2ccc(C(=O)NCc3cccnc3)o2)c1	-23
CC(C)=CC(=O)OCC(=O)NC1CCCc2ccccc21 (stereo not drawn)	-8

Next part.
SMILES	TRPML3 ag	Thrombin inh	Tb hexokinase	TRPN1 ag	Furin inh	EBV gp42 inh	Cl transport mod	m-calpain inh	PPC-1+TRAIL kill
COc1ccccc1-n1c(SCC(=O)Nc2ccc(Br)cc2)nc(O)cc1=O	1.1	-1	-7	0.7	-24	-5	-0.1	-23	8
CCCc1ncc(C(O)c2ccc(OC)cc2)n1C (stereo not drawn)	1.3	5	7	0.6	-24	-18	0.58	-16	12
CC(C)(C)NC(=O)c1nn(Cc2ccccc2)c(=O)c2ccccc12	-0.1	5	-1	-1.5	-28	-6	-0.69	-15	9
O=c1[nH]nc(SCc2ccccc2)n1C1CC2C=CC1C2 (stereo not drawn)	-0.4	-11	7	-0.7	-20	5	-1.1	27	17
O=C(CSCc1c(F)cccc1Cl)Nc1ccccc1C(=O)N1CCOCC1	-0.7	-11	-3	1.5	-17	-6	2.2	20	17
O=S1(=O)CCN2N=C(C34CC5CC(CC(C5)C3)C4)SC2=N1	1.1	2	-5	-0.5	-14	0	-0.064	-4	19
Cc1ccc(C(=O)NCCn2cc(SCC(=O)Nc3cc(C)on3)c3ccccc32)cc1	-1.2	-5	7	-0.9	-20	20	.	8	4
CCOCC(=O)Nc1ncc(S(=O)(=O)c2ccc([N+](=O)[O-])cc2)s1	2.4	-4	-8	1.9	-27	-24	-0.21	21	13
NS(=O)(=O)c1ccc(CCNC(=O)CSc2ccc(Cl)cc2)cc1	0.4	-8	3	0.7	-20	-17	-0.033	10	24
CCNC(=O)c1ccc(OCC(=O)Nc2ccc(F)cc2)c(OC)c1	0.4	-1	0	-0.2	-41	-18	-1.1	-17	17
Cc1cccc(NC(=S)N2CCCCC2)c1	0.5	-7	-5	0.5	-25	-7	0.47	-3	13
CC(C)(CCl)C(=O)Nc1ccc(C(F)(F)F)cc1	0.5	-1	-1	0.8	-23	-13	0.7	-21	9
Cc1noc(COc2ccccc2OCC(N)=O)c1Cl	-0.6	3	-1	0.9	-9	-17	0.25	-12	5
CCN(CC)S(=O)(=O)N1CCC(C(=O)NCCC2=CCCCC2)CC1	0.7	-9	0	0.7	-12	-14	-0.19	-16	-27
COCCNC(=S)N(Cc1cccnc1)Cc1ccc(OC)c(OC)c1	0.2	-5	-1	0.1	-19	-15	0.34	-4	-8
COCCCNC(=O)c1ccc(Cn2c(=O)[nH]c3ccccc3c2=O)cc1	0.8	-3	2	0.5	-3	2	0.2	-12	5

Record cards, as listed above. Values in the order: TRPML3 ag, Thrombin inh, Tb hexokinase, TRPN1 ag, Furin inh, EBV gp42 inh, Cl transport mod, m-calpain inh, PPC-1+TRAIL kill
O=c1[nH]nc(SCc2ccccc2)n1C1CC2C=CC1C2 (stereo not drawn) as listed: -0.4, -11, 7, -0.7, -20, 5, -1.1, 27, 17
CC(C)(C)NC(=O)c1nn(Cc2ccccc2)c(=O)c2ccccc12 as listed: -0.1, 5, -1, -1.5, -28, -6, -0.69, -15, 9

Bioassay records deposited in PubChem BioAssay by several laboratories.

Not a hit list; 3.6% or so of the library scored in one or more.
